From PubChem BioAssay
IL2 activator: IL-2 activation. IL-2 activation reporter assay, cell-based qHTS; stimulated with anti-CD3/CD4/CD28 beads; in transgenic mouse T cells. activation, % (series mostly up to about 46 µM). 0.065% of 360,000 active; in the data active = activation above about 50%; inconclusive = mostly about 30% to 49%; note: 0% is about no effect
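Using fluorescent plate cytometry, EGFP and DsRed are detected in transgenic mouse T cells stimulated 18 h at 37 degrees C with antibody-coated beads after 60 min compound pretreatment.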
FUS yeast rescue: rescues growth of FUS-expressing yeast; S. cerevisiae FUS-expressing, growth rescue, OD600, 24 h; Potency, µM (titrated, usually from 76.6 µM), inactives show top-dose growth rescue (activation), most hits filed as activators; 0.24% of 390,000 active;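 note: potency is the fitted concentration of half-maximal effect; plate controls were DMSO vehicle for no effect and reference control for full effect; nearly all actives have a fitted effect of over 55% in size; some results filed as inactive show a strong effect at the top dose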
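Restored growth of FUS-toxic S. cerevisiae, read as 600 nm absorbance after 24 h at 30C in galactose medium (starting OD 0.005). Controls CP55940 and DMSO.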
PI5P4K alpha inh: inhibitors of human PI5P4K alpha. P48426. PI5P4Kalpha enzyme, ADP-Glo luminescence, 60 min; active compounds read low. max response, %. 1.2% of 330,000 active; active = max response of -50% or lower; inconclusive = between -30% and -50%; inactive = -30% or higher; note: value at the top dose of about 77 µM; % is set by controls: 0 for no effect and ±100 for the full control effect
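Reactions run in 0.038 M HEPES pH 7.4, 0.28 mM EGTA, 0.1% CHAPS and 5% DMSO, with PI5P4Kalpha, substrate, compound and 5 microM ATP final, one hour at room temperature. Readout is ADP-Glo luminescence.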
PLK1 PBD block: PLK1 (human) polo-box domain binding inhibition; P53350; Plk1 PBD binding of FITC phosphopeptide, fluorescence polarization; Potency, µM, inactives show max response, negative = inhibition, actives largely listed as inhibitors; 2.8% of 360,000 active; note: potency is the fitted concentration of half-maximal effect; series mostly up to about 57 µM; % is set by controls: 0 for no effect and ±100 for the full control effect; nearly all actives have a fitted effect of over 65% in size
Abeta rescue: compounds reversing amyloid beta toxicity in yeast | yeast expressing A-beta42, growth rescue, OD600, 48 h; response scale: 0% DMSO, 100% iron-clioquinol control | Potency, µM (series often up to 46.1 µM), inactives show at the top dose growth rescue, usual class: activators | 0.063% of 410,000 active | AID 1347071; note: potency is the fitted concentration of half-maximal effect; nearly all actives have a fitted effect of over 55% in size
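Growth rescue measured by 600 nm absorbance after 48 h yeast culture at 30 C with compound. Values normalized between DMSO and an equimolar ferric chloride plus clioquinol control.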
EPAC1 antagonist: blocks human EPAC1 exchange factor; 0.14% of 360,000 active; EPAC1 GEF assay, Rap1b-BODIPY-GDP exchange fluorescence; Potency, µM (top dose mostly 115 µM), for the others: at the highest dose activity change, negative = inhibition, usual class: inhibitors; O95398; AID 720709;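 note: potency is the fitted concentration of half-maximal effect; plate controls were vehicle for no effect and positive control for full effect; nearly all actives have a fitted effect of over 50% in size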
Target sequence (O95398 whole entry, looked up): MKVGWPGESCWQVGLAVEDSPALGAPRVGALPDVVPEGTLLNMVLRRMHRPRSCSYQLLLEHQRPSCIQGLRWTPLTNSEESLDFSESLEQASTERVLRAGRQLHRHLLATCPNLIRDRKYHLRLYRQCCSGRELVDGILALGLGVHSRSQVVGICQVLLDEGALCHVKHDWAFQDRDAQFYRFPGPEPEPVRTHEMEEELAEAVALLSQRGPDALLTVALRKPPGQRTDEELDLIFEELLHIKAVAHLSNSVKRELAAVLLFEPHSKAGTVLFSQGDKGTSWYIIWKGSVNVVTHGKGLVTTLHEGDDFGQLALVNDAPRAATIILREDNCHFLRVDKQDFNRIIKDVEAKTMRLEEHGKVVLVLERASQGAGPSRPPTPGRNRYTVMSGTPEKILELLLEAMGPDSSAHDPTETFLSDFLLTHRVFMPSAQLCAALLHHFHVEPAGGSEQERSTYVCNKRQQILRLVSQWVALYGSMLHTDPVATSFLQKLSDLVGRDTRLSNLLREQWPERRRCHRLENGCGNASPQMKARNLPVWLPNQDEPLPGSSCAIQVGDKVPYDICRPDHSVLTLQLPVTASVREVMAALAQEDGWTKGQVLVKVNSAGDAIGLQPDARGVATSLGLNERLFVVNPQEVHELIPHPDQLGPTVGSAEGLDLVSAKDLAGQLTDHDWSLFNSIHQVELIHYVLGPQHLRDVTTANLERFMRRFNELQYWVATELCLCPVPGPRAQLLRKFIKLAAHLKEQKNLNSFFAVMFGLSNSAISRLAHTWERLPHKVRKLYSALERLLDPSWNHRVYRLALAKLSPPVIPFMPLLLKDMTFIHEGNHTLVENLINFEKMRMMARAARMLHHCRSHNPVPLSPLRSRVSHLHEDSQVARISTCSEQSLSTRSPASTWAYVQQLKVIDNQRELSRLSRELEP
WRN inhibitor: WRN helicase (human) inhibition | WRN helicase unwinding, fluorescent forked duplex, kinetic | Potency, µM (series often up to 114 µM), for inactives: at the highest dose activity change, negative = inhibition, hits mostly inhibitors | 0.46% of 360,000 active | AID 651768; note: potency is the fitted concentration of half-maximal effect; % is set by controls: 0 for no effect and ±100 for the full control effect; nearly all actives have a fitted effect of over 55% in size
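Primary qHTS, 1536-well format. 20 nM WRN + compound, 15 min RT; start with 100 nM forked fluorophore/quencher duplex, 2 mM ATP (final); kinetic read ex 525/em 598 nm.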
EPAC1 ag: activates human EPAC1 exchange factor; EPAC1 agonist qHTS, biochemical assay; response scale: 100% = response to 6.5 mM cAMP; Potency, µM (highest dose often 154 µM), without a hit: at the top dose activation, hits mostly activators; 0.073% of 360,000 active; AID 720707; note: potency is the fitted concentration of half-maximal effect; nearly all actives have a fitted effect of over 60% in size
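Multi-concentration qHTS readout: loss of Rap1B-bound BODIPY-GDP fluorescence driven by 100 nM EPAC1 with excess GDP (50 uM), monitored kinetically at room temperature; agonist response expressed relative to 6.5 mM cAMP.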
* marks the source's active call; other numbers are inactive results; u = inconclusive; x = not tested or not shown; [ ] = dose if it differs, or a comment. Unless noted, calls come from the whole dose curve; as a rule, active = well fitted curve in the direction sought with a large enough effect; inconclusive = small, poorly fitted or top-dose-only effect, or another doubt; inactive = no such curve, though single readings can be large; an effect the other way counts as inactive or inconclusive. Rows are unselected; any-hit rate near 4.1%.

Order of results – IL2 activator	FUS yeast rescue	PI5P4K alpha inh	PLK1 PBD block	Abeta rescue	EPAC1 antagonist	WRN inhibitor	EPAC1 ag
(1) O=C(NC1CC1)c1cccc2c1C(=O)c1ccc(N3CCC(Cc4ccccc4)CC3)cc1S2(=O)=O
→ 7.1	u	0	u	7%	49%[activator]	10%	7%
(2) O=C(Nc1nc(-c2ccc3c(c2)Cc2ccccc2-3)cs1)c1ccccc1
→ -0.3	-14%	2	-4%	5%	7%	-17%	11%
(3) O=c1oc(CCCO)cc2ccc(/C=C/c3cccc([N+](=O)[O-])c3)cc12
→ -0.4	-12%	2	-3%	-3%	-20%	-2%	6%
(4) Cc1cc(S(=O)(=O)N2CCCCC2CCNC(=O)C(=O)NCC2CCCO2)ccc1F (stereo not drawn)
→ -0.1	x	5	9%	8%	-14%	0%	-8%
(5) CCCCN1CCN=C1N(C)C
→ 0.8	-29%	-1	-10%	-9%	-13%	-4%	-5%
(6) Cn1c(SCC(=O)N2CCOCC2)nnc1-c1ccco1
→ -2.2	-35%	-8	-28%	-13%	2%	2%	-11%
(7) Cc1cc(=O)[nH]c(N/N=C/c2ccc(-c3ccc([N+](=O)[O-])cc3)o2)n1
→ 0.4	20%	0	-1%	-4%	-5%	-28%	6%
(8) CCN1CCN(C(=O)c2cc3cc4ccc(OC)cc4nc3s2)CC1
→ -0.9	34%	x	-8%	11%	-2%	-2%	15%
(9) CCOc1ccc(Nc2oc(Cc3ccccc3)nc2C#N)cc1
→ -0.1	-1%	1	3%	9%	-6%	-2%	16%
(10) Cc1ccc(-c2nnc(SCC(=O)N3c4ccccc4NC(=O)C3(C)C)n2N)cc1
→ 1.2	6%	x	-1%	16%	12%	-3%	-11%
(11) CCN(CC)S(=O)(=O)c1cccc(C(=O)N2CC(O)CC2C(=O)OC)c1 (stereo not drawn)
→ -1.7	24%	-7	30µM*	-4%	10%	10%	-2%
(12) COc1cccc(NC(=O)Cn2c(=O)n(CC3CCCO3)c(=O)c3ccccc32)c1 (stereo not drawn)
→ 1.8	0%	-5	0%	14%	-5%	-9%	0%
(13) COc1ccc(-c2nnc(OC)c3ccccc23)cc1
→ 0.4	23%	-1	2%	-17%	-2%	-3%	0%
(14) CCOC(=O)c1c(-c2ccco2)csc1NC(=O)COC(=O)c1cnccn1
→ -3.5	17%	-64*	-19%	-3%	10%	-21%	1%
(15) Cc1ccc(NC(=O)Nc2cccs2)cc1
→ -1.0	u	-54*	-9%	-9%	-21%	-4%	-12%
(16) C#CCn1cc2c(c1-c1ccccc1)c(=O)n(C)c(=O)n2C
→ -2.8	-7%	-4	-5%	4%	6%	1%	3%
(17) CCc1ccccc1N1C(=O)CC(N2CCc3ccccc32)C1=O (stereo not drawn)
→ 3.3	22%	1	-7%	17%	8%	-2%	-3%
(18) CCOC(=O)C1CCN(Cc2cccc(Oc3ccccc3)c2)CC1
→ -0.2	-4%	4	-1%	6%	-10%	7%	-3%
(19) COc1ccc(O)c(C(=O)c2cnn(S(=O)(=O)c3ccc(C)cc3)c2)c1
→ -0.4	14%	0	-14%	24%	-23%	7%	2%
(20) Cc1ccc(CN2CCNC(=O)C2CC(=O)NC2CCCCCC2)o1 (stereo not drawn)
→ -3.1	5%	4	-12%	3%	-3%	-3%	-11%
(21) COc1cc2c(cc1NC(=O)C(Cl)Cl)-c1ccc(NC(=O)C(Cl)Cl)cc1C2
→ -5.5	x	5	2%	-4%	-11%	u	-7%
(22) COCCN1Cc2cccc(C(=O)Nc3cc(OC)ccc3OC)c2C1=O
→ 1.2	23%	-6	1%	6%	-5%	-8%	-1%
(23) O=C(Nc1ccc2c(c1)OCCO2)c1cnccn1
→ 0.6	-2%	x	-1%	7%	-16%	-9%	9%
(24) CN(Cc1ccno1)Cc1cn(C)nc1-c1ccc(Oc2ccccc2)cc1
→ -0.2	15%	7	-10%	0%	-4%	-3%	10%
(25) CCc1ccc2c(c1)C(=O)CCC2
→ -0.3	2%	7	0%	6%	4%	-2%	-2%
(26) C=CCOC(=O)CCC(=O)Nc1cc(OC)nc(OC)n1
→ -1.0	26%	x	-8%	-9%	0%	-6%	5%
(27) COC(=O)[C@H](CC(C)C)NC(=O)CC[C@H]1O[C@@H](n2cc(C)c(=O)[nH]c2=O)C[C@@H]1O
→ 0.0	-10%	1	-5%	-5%	-8%	-9%	0%
(28) CCC(C)NS(=O)(=O)c1ccc(OCC(=O)NCc2ccco2)cc1 (stereo not drawn)
→ -1.0	4%	-8	-11%	7%	0%	-15%	-3%
(29) COc1ccc(N2C(=S)NC(C)(C)CC2(C)c2ccc(OC(C)=O)cc2OC(C)=O)cc1 (stereo not drawn)
→ 2.0	10%	3	-3%	8%	-14%	1%	-2%
(30) CCC/C(O)=C1\C(=O)CCCC1=NC(C)C(=O)O (stereo not drawn)
→ -1.2	-10%	x	-6%	-13%	-2%	-7%[57.1 µM]	7%

Three entries from above, sorted by the value under IL2 activator, high to low:
no. | SMILES | IL2 activator
29 | COc1ccc(N2C(=S)NC(C)(C)CC2(C)c2ccc(OC(C)=O)cc2OC(C)=O)cc1 (stereo not drawn) | 2.0
13 | COc1ccc(-c2nnc(OC)c3ccccc23)cc1 | 0.4
4 | Cc1cc(S(=O)(=O)N2CCCCC2CCNC(=O)C(=O)NCC2CCCO2)ccc1F (stereo not drawn) | -0.1

The listing picks up, starting six compounds before the break.
Order of results – IL2 activator	FUS yeast rescue	PI5P4K alpha inh	PLK1 PBD block	Abeta rescue	EPAC1 antagonist	WRN inhibitor	EPAC1 ag
(25) CCc1ccc2c(c1)C(=O)CCC2
→ -0.3	2%	7	0%	6%	4%	-2%	-2%
(26) C=CCOC(=O)CCC(=O)Nc1cc(OC)nc(OC)n1
→ -1.0	26%	x	-8%	-9%	0%	-6%	5%
(27) COC(=O)[C@H](CC(C)C)NC(=O)CC[C@H]1O[C@@H](n2cc(C)c(=O)[nH]c2=O)C[C@@H]1O
→ 0.0	-10%	1	-5%	-5%	-8%	-9%	0%
(28) CCC(C)NS(=O)(=O)c1ccc(OCC(=O)NCc2ccco2)cc1 (stereo not drawn)
→ -1.0	4%	-8	-11%	7%	0%	-15%	-3%
(29) COc1ccc(N2C(=S)NC(C)(C)CC2(C)c2ccc(OC(C)=O)cc2OC(C)=O)cc1 (stereo not drawn)
→ 2.0	10%	3	-3%	8%	-14%	1%	-2%
(30) CCC/C(O)=C1\C(=O)CCCC1=NC(C)C(=O)O (stereo not drawn)
→ -1.2	-10%	x	-6%	-13%	-2%	-7%[57.1 µM]	7%
(31) CC(C)(C)C1CCC2(CC1)Nc1cccc3cccc(c13)N2
→ -1.2	21%	-26	-5%	-22%	-1%	1%	-20%
(32) COc1ccc(-c2csc(Nc3ccccc3)[n+]2CC(O)c2ccc([N+](=O)[O-])cc2)cc1 (stereo not drawn)
→ 0.7	31%	8	-4%	-48%[inhibitor]	2%	-11%	4%
(33) CCOC(=O)c1c(C)[nH]c(C(=O)CC(=O)OC)c1C
→ 1.7	-20%	-22	-18%	0%	-11%	3%	2%
(34) O=C(CSc1ccc2ccccc2c1)N1CCN(c2ccc(O)cc2)CC1
→ -1.5	22%	-1	-7%	u	-25%	-2%	13%
(35) CCN(CC)S(=O)(=O)c1ccc2[nH]c(=O)cc(C(=O)N(C)C3CCS(=O)(=O)C3)c2c1 (stereo not drawn)
→ 1.2	-23%	6	-4%	-19%	-2%	-9%	9%
(36) COCCN(C(=O)COC(=O)CSc1ccc(Cl)cc1)c1c(N)n(Cc2ccccc2)c(=O)[nH]c1=O
→ -2.1	21%	-3	-5%	-7%	-10%	6%	1%
(37) Cc1cc(C)nc(SCc2nnc(SCC(=O)Nc3nccs3)n2C)n1
→ 1.7	4%	2	-29%	6%	-26%	2%	-3%
(38) CCCCN(C(=O)Cc1ccc(S(=O)(=O)N2CCOCC2)s1)c1ccccc1
→ 0.3	11%	-4	0%	18%	-18%	-5%	-4%
(39) CCOc1ccc(NC(=O)Nc2ccc3c(c2)nc(C)n3C)cc1
→ 6.5	7%	1	-2%	6%	5%	-9%	14%
(40) CCCC(=O)c1ccc(N2CCN(S(=O)(=O)c3ccccc3)CC2)c(F)c1
→ -1.4	6%	7	-3%	u	-16%	-9%	9%
(41) COc1ccc(C2CC(c3ccccc3)=NN2C(=O)CSc2ncccn2)cc1 (stereo not drawn)
→ 0.0	11%	-6	-10%	14%	-16%	-20%	19%
(42) O=C(Cc1cccc2ccccc12)NCCc1ccccc1
→ -0.2	10%	2	-2%	25%	1%	-11%	7%
(43) Cc1ccc(CSCCNC(=O)CCSc2ccccc2)cc1
→ 0.2	-5%	2	-9%	5%	-12%	-5%	9%
(44) NC(=O)c1ccccc1N/C=C1\CCCCC1=O
→ -0.2	-13%	4	-14%	-9%	2%	2%	-9%
(45) O=C1CNC(=S)N1CCOc1ccccc1
→ -1.9	-22%	0	1%	4%	-5%	9%	4%
